Bioassay records: PubChem BioAssay, National Center for Advancing Translational Sciences (NCATS)
USP2a inh = USP2a (human) protease inhibition | O75604 | USP2a enzymatic assay, qHTS inhibition | Potency, µM (doses to about 38.3 µM), for inactives: top-dose activity change, negative = inhibition, actives largely listed as inhibitors | 60,000 tested, 0.1% active | AID 927;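 further: potency means the concentration at half of the fitted maximal effect; nearly all actives have a fitted effect of over 60% in size; plate controls were DMSO for no effect and NEM full inhibition control for full effect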
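USP2 core (20nM final) preincubated 30 min RT with compound, then Ub-PLA2 20nM and NBD C6-HPC 20uM final added; buffer 20mM Tris-HCl pH 8.0, 2mM CaCl2. Fluorescence Ex 460/Em 535 read at 0 and 2.5 h; normalized to NEM.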
BRCT PPI red = BRCT-phosphoprotein interaction inhibition (red fluorophore); BRCT-phosphopeptide binding, red fluorescence polarization; Potency, µM (top dose mostly 76.9 µM), without a hit: top-dose activity change, negative = inhibition, actives largely listed as inhibitors; 75,000 tested, 0.03% active; AID 892; further: on the % scale 0 is the no-effect control and ±100 the full control effect
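Rhodamine-labelled pBACH1 10-mer (100 nM) bound to BRCT domain (100 nM) at pH 7.3; compounds incubated 12 min room temperature, polarization read. Free peptide defines full inhibition; unlabelled decapeptide titrated as control.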
Ub-GFP proteasome = inhibits proteasome, raising ubiquitin-GFP reporter fluorescence; Ubiquitin-GFP reporter cells, proteasome inhibition, GFP fluorescence; response scale: untreated = 0%, 10 µM MG-132 = 100%; Potency, µM (highest dose often 45.9 µM), for the others: at the highest dose activation (GFP accumulation), usual class: activators; 67,000 tested, under 10 active; AID 526; active means well fitted activation curve with a large enough effect, not every such curve was filed as active; inconclusive means small, poorly fitted or top-dose-only effect, or another doubt; inactive means no such curve, though single readings can be large or run the other way; further: potency means the concentration at half of the fitted maximal effect
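U2OS cells stably expressing ubiquitin(G76V)-GFP, seeded overnight in 0.5% FBS medium, were exposed to compounds (qHTS, 46 uM to 2.9 nM) for 4 hr at 37 °C. GFP-positive cells were counted by laser cytometry (488 ex/515 em), normalized between basal and 10 uM MG-132.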
Casp7 inh = allosteric or competitive inhibitors of human caspase-7. AID 889. Potency, µM (doses to about 57.5 µM), inactives show at the highest dose activity change, negative = inhibition, hits mostly inhibitors. recombinant caspase-7, Ac-DEVD-AFC fluorescence rate. 75,000 tested, 0.02% active; active means well fitted inhibition curve with a large enough effect in the main read-out, with a control signal flat, not every such curve was filed as active; inconclusive means small, poorly fitted or top-dose-only effect, or a change in a side signal; further: potency means the concentration at half of the fitted maximal effect; % of control where 0% means no effect
Target sequence (P55210 24-198 limits assumed): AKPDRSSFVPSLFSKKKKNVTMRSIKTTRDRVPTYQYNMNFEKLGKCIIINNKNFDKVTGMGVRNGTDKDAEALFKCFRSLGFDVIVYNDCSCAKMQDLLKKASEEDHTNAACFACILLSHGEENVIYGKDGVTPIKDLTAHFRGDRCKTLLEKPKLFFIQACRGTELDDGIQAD
Target sequence (P55210 207-303 limits assumed): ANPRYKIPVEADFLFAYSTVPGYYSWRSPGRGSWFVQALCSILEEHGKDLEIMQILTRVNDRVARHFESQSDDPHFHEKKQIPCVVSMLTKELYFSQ
Fluorescein autfl = compound fluoresces in the fluorescein spectral region; max fluorescein-equivalent concentration, M; AID 593; Compound autofluorescence, 480/540 nm, fluorescein-equivalent; stronger effect = higher value; 59,000 tested, 0.91% active; in the data active means max fluorescein-equivalent concentration above about 10 nM; inconclusive means between about 1.1 nM and that limit
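Compounds were pin-transferred into 100 mM Tris buffer, pH 8.0, and incubated 15 min at room temperature. Fluorescence was read at 480 nm excitation/540 nm emission. Signals were normalized to an on-plate six-point fluorescein standard curve as dye-equivalent concentration.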
Epigenetic mod = derepresses silenced GFP locus in mouse C127i cells; AID 597; Potency, µM (doses to about 46.1 µM), for inactives: top-dose GFP derepression (activation); 68,000 tested, 0.09% active; mouse C127i GFP locus derepression, cytometry, 30 h; further: % of control where 0% means no effect
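Locus derepression in mouse mammary C127i cells whose integrated CMV-GFP reporter is normally silent; GFP expression after 30 h compound treatment was quantified by counting fluorescent cells.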
Casp1 inh = blocks human caspase-1 allosterically or competitively. P29466. Caspase-1 enzyme, Ac-WEHD-AFC fluorogenic rate. Potency, µM (series often up to 57.5 µM), inactives show at the highest dose activity change, negative = inhibition, actives largely listed as inhibitors. 75,000 tested, 0.03% active;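 further: potency means the concentration at half of the fitted maximal effect; plate controls were vehicle for no effect and no substrate for full effect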
Target sequence (P29466 120-297 limits assumed): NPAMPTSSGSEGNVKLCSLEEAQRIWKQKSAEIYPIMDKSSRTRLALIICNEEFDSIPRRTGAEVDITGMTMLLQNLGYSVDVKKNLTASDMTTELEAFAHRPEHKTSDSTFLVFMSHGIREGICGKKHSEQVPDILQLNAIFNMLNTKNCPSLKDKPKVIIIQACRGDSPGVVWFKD
Target sequence (P29466 317-404 limits assumed): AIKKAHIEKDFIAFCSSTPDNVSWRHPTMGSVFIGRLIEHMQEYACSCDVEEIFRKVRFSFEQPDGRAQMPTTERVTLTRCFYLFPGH
HEK293 cAMP ctrl = counter-screen for TSHR agonists: cAMP increase in parental HEK293. 73,000 tested, 2.5% active. parental HEK293 CNG cAMP sensor, membrane potential fluorescence. Potency, µM (top dose mostly 57.1 µM), inactives show at the top dose activation, usual class: activators; further: potency means the concentration at half of the fitted maximal effect; % of control where 0% means no effect; nearly all actives have a fitted effect of over 55% in size
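Parental HEK 293 cells stably expressing a modified CNG channel (no TSHR) report cAMP rise as membrane depolarization. Membrane potential dye with 100 uM RO 20-1724 was loaded for 60 min at room temperature, then compound added for 30 min; fluorescence read at 590 nm.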
BRCT PPI green = BRCA1 BRCT-phosphoprotein interaction inhibition; BRCA1 BRCT-phosphopeptide binding, green fluorescence polarization; Potency, µM (series often up to 76.9 µM), without a hit: top-dose activity change, negative = inhibition, most hits filed as inhibitors; 75,000 tested, 0.05% active;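 further: potency means the concentration at half of the fitted maximal effect; plate controls were peptide without protein for full effect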
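Compounds were incubated for 12 min at room temperature with a complex of 100 nM fluorescein-tagged pBACH1 decapeptide and 250 nM His-tagged BRCT protein. Buffer was phosphate pH 7.3 with EDTA, DTT and Tween 20. Disruption of binding lowers the polarization signal.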
4MU fluor = 4-MU region autofluorescence; compound autofluorescence, 340/450 nm, 4-MU equivalents; stronger effect = higher value; max dye-equivalent concentration, M; 59,000 tested, 11% active; AID 589; in the data active means max dye-equivalent concentration above about 10 nM; inconclusive means mostly about 1.1 nM to 9.6 nM
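Compounds in 100 mM Tris, pH 8.0, incubated 15 min at room temperature, then fluorescence read at 340 nm excitation/450 nm emission. Signal converted to 4-MU dye-equivalent concentration using an on-plate six-point 4-MU standard curve.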
A350 autofl = compound fluoresces in the Alexa 350 spectral region | Compound autofluorescence, 340/450 nm, Alexa 350 dye-equivalents; stronger effect = higher value | AID 590 | 59,000 tested, 11% active | max dye-equivalent concentration, M; in the data active means max dye-equivalent concentration above about 10 nM; inconclusive means mostly about 1.1 nM to 9.6 nM
Starred values were filed as active, the others as inactive; i = inactive; ? = inconclusive; . = no result given; [ ] = remark or other dose. Unless noted, the call rests on the fitted dose curve; in most records, active means well fitted curve in the direction sought with a large enough effect; inconclusive means small, poorly fitted or top-dose-only effect, or another doubt; inactive means no such curve, though single readings can be large; an effect the other way counts as inactive or inconclusive. The list is partial, so the mix of outcomes need not match the whole.

SMILES,USP2a inh,BRCT PPI red,Ub-GFP proteasome,Casp7 inh,Fluorescein autfl,Epigenetic mod,Casp1 inh,HEK293 cAMP ctrl,BRCT PPI green,4MU fluor,A350 autofl
N#Cc1ccccc1OCCN1C(=O)c2ccccc2C1=O,-9%,0.6%,4%,-1%,i,-2%,-2%,-3%,-1.2%,i,i
Cc1ccc(Cn2ncn3c(cc4ccccc43)c2=O)cc1,.,-1.4%,.,-1%,.,.,-2%,7%,-2.5%,.,.
CCOC(=O)CCN1C(=O)[C@H]2[C@H]3[C@H](O)[C@H](O)C/C(=N/OCc4ccccc4)[C@@H]3CC[C@@H]2C1=O,.,-0.5%[15.4 µM],.,2%[11.5 µM],.,.,-2%[11.5 µM],7%[11.4 µM],-2.0%[15.4 µM],.,.
Cn1c2ccccc2c2c(C(=O)O)cn(C3CCCC3)c(=O)c21,.,-1.4%,4%,-1%,.,.,0%,1%,0.6%,.,.
CCOC(=O)c1c(N=CN(C)C)c(C#N)n2c1CCC2,-3%,-1.0%,10%,-1%,.,2%,-3%,1%,0.1%,.,.
Cc1ccccc1-c1nc(CS(=O)CC(=O)NCCN2CCOCC2)c(C)o1 (stereo not drawn),.,-1.2%,-3%,-1%,.,.,-4%,6%,-1.6%,.,.
O=C(c1nc2ccc([N+](=O)[O-])cc2[nH]c1=O)[C@@H](O)c1ccc2c(c1)OCO2,.,0.2%[15.4 µM],2%[9.17 µM],-3%[11.5 µM],i,1%[9.22 µM],-1%[11.5 µM],10%[11.4 µM],0.9%[15.4 µM],i,i
C/C(CCN1CCCc2nc(C)c(C)cc21)=N\O[C@@H](C)c1cc(-c2c(C)cc(C)cc2C)no1,.,2.3%[15.4 µM],.,-1%[11.5 µM],.,.,0%[11.5 µM],13%[11.4 µM],3.2%[15.4 µM],.,.
CCc1cc2c(nc1CC)CCN(CC/C(C)=N/OC[C@H]1O[C@H](c3ccccc3)C=C[C@@H]1Oc1ccc(OC)cc1)C2,.,-3.0%[15.4 µM],.,2%[11.5 µM],.,.,0%[11.5 µM],7%[11.4 µM],1.7%[15.4 µM],.,.
Cc1c(C(=O)N2CCc3ccccc3C2)sc2nc(-c3ccccc3)cn12,20%,-0.2%,8%,-2%,i,4%,-8%,?,-0.8%,i,i
CCCOCC(C)OCC(C)O (stereo not drawn),.,0.6%,.,-1%,.,.,3%,17%,-1.1%,.,.
Cc1cccc(Cn2c(SCC(=O)Nc3ccccc3)nc3c2c(=O)[nH]c(=O)n3C)c1,.,-0.2%,0%,-2%,.,.,-6%,-6%,0.4%,.,.
CCCc1ccccc1OCCNC(C)=O,-1%,-0.6%,-4%,0%,?,-2%,1%,1%,-0.7%,i,?
O=C(Nc1ccc(Cl)cn1)c1cccnc1,0%,-0.1%,20%,-1%,.,-2%,-1%,-1%,-3.3%,.,.
Nc1ccn([C@@H]2O[C@H](COC(=O)C34CC5CC(CC(C5)C3)C4)[C@@H](O)[C@@H]2O)c(=O)n1,.,0.2%[15.4 µM],2%[9.17 µM],-1%[11.5 µM],?,1%[9.22 µM],-1%[11.5 µM],-1%[11.4 µM],-1.4%[15.4 µM],i,i
O=C(CCCn1c(=S)[nH]c2cc3c(cc2c1=O)OCO3)N1CCN(c2ncccn2)CC1,24%,0.2%,3%,-1%,i,0%,1%,18%,-3.2%,i,?
C#CCOC(=O)C1C2C=CC(C2)C1C(=O)O (stereo not drawn),.,0.1%,.,-1%,.,.,-1%,-7%,-2.1%,.,.
Cc1cccc(C)c1NC(=O)Cn1nnc(-c2ccc(N3CCOCC3)cc2)n1,-11%,-0.1%,-1%,1%,i,3%,2%,-16%,-0.9%,i,i
COc1ccc(OC)c2c(C)cc(NCCN3CCOCC3)nc12,6%,0.1%,-5%,-4%,.,4%,-2%,25%,-0.8%,.,.
COC(=O)c1cccc(NCN2C(=O)c3ccccc3C2=O)c1,8%,0.0%,-13%,-3%,.,0%,-3%,1%,-3.6%,.,.
CCCC(=O)c1cc2ccccc2oc1=O,-2%,1.4%,-5%,1%,i,0%,-3%,6%,0.8%,?,?
CO[C@H]1COC(=O)CCC[C@H](C)[C@@H](OC)COC(=O)C/C=C\[C@@H]1C,.,-0.7%[15.4 µM],.,0%[11.5 µM],.,.,-4%[11.5 µM],-4%[11.4 µM],0.5%[15.4 µM],.,.
CC(NC(=O)OCc1ccccc1)C(=O)N1CC(O)CC1C(=O)O (stereo not drawn),-2%,-2.0%,3%,0%,i,-2%,1%,3%,-1.4%,i,i
CCc1nnc(NC(=O)CSc2nnc(-c3c[nH]c4ccccc34)n2CCOC)s1,10%,0.9%,.,0%,i,0%,-2%,-10%,-0.7%,i,i
O=C(CCCNS(=O)(=O)c1cccs1)N1CCN(c2cccc(Cl)c2)CC1,11%,-4.0%,-7%,-1%,i,2%,-4%,18%,-3.2%,i,i
CCn1nnnc1SCC(=O)Nc1nnc(C(C)C)s1,-17%,-2.0%,4%,-1%,?,0%,2%,-4%,-2.9%,i,i
COc1cc(CCC(=O)OCn2nnc3ccccc3c2=O)cc(OC)c1OC,5%,0.9%,5%,-12%,?,1%,0%,6%,0.2%,i,i
CC(=O)c1ccc(NC(=O)C2CCN(S(=O)(=O)c3cccc4cccnc34)CC2)cc1,.,0.4%,14%,-6%,.,0%,-4%,6%,-0.6%,.,.
Cc1nc(NCc2ccccc2)c2nc(-c3ccccc3)n(CCN3CCCCC3)c2n1,.,0.1%,3%,-2%,.,.,-2%,?,3.7%,.,.
COc1ccc(OC)c(CN2CCN(c3ccccc3OC)CC2)c1,4%[7.66 µM],-0.9%,-14%[9.17 µM],0%,.,-2%,-2%,?,-4.6%,.,.
Cc1ccc(C)c(C(=O)C(C)OC(=O)c2cccn2C)c1 (stereo not drawn),-1%,-0.4%,-3%,-2%,?,1%,-2%,?,0.6%,i,i
CCC(=O)c1cc2c(C)cc(=O)oc2c(C)c1O,7%,-0.1%,-3%,-9%,i,0%,-3%,7%,0.5%,i,?
COc1ccc(Oc2ncc3nc(-c4ccc(OC)cc4)c(=O)n(C)c3n2)cc1,43%[activator],1.5%,-3%,-9%,i,16%[9.22 µM],-4%,2%,-2.4%,?,?
Cc1ccc(C)c(NC(=O)CSc2nnc(Cc3cccn3C)n2-c2ccc(F)cc2)c1,.,-1.3%,-10%,-2%,.,.,-3%,9%,0.2%,.,.
COc1cc(C(O)P(=O)(OC2CCCCC2)c2ccc(N(C)C)cc2)cc(OC)c1OC (stereo not drawn),10%,0.4%,-3%,-1%,i,5%,-4%,6%,-2.5%,i,?
COc1ccccc1N1CCN(C(c2cccs2)C(C)NS(=O)(=O)c2ccccc2)CC1 (stereo not drawn),.,-1.3%,0%,-2%,.,.,-2%,11%,-1.0%,.,.
COc1cc(O)c(C(=O)/C=C/c2ccc(O)c(OC)c2)c(OC)c1,14%,-0.5%,.,-8%,.,.,4%,.,-1.6%[3.08 µM],.,.
N#Cc1ccc(CN2CCCC3(CCNCC3)C2)cc1,8%,-6.1%,2%,-1%,i,2%[9.22 µM],1%,?,-2.9%,i,i
CN(C)c1ccc(NC(=O)CSc2nc3c(c(=O)[nH]2)CCCC3)cc1,-2%,-1.4%,-1%,1%,i,-2%,0%,-3%,-1.6%,i,i
CCn1cc(S(=O)(=O)CC(=O)NC2CCCCC2)c2ccccc21,2%,0.0%,0%,2%,i,2%,-2%,12%,1.8%,i,i
O=C(c1nc2ncccn2n1)N1CCc2ccccc2C1,-4%,0.0%,6%,0%,i,11%,-2%,7%,-1.5%,i,?
COc1ccc(S(=O)(=O)N(C)c2ccc(OCC(=O)Nc3cc(C)on3)cc2)cc1,31%[activator],-1.4%,4%,-1%,?,3%,1%,22%,-0.1%,i,?
COc1ccc2c(Cl)c(-c3nnc(SCC(N)=O)n3C)sc2c1,.,1.4%,4%,0%,.,.,1%,12%,9.9%,.,.
CC(C)CC(NS(=O)(=O)c1ccc2c(c1)oc(=O)n2C)C(=O)NC1CCCc2ccccc21 (stereo not drawn),.,0.9%,-14%,-1%,.,.,0%,6%,-4.3%,.,.
COc1ccc(C(=O)N2CCC3(CC2)CN(c2ccccc2)C3)cc1,-12%,-0.6%,-9%,0%,i,-2%[9.22 µM],-16%,22%,-2.4%,i,i
Cn1cc(S(=O)(=O)N2CCN(C(=O)c3ccco3)CC2)c(=O)n(C)c1=O,.,-2.2%,17%,2%,.,.,1%,5%,-2.5%,.,.
N=c1c2c3c(sc2ncn1N)CCCCC3,.,-0.1%,-4%,1%,i,0%,-3%,20%,-1.3%,i,i
CCOC(=O)N1CCC(NC(=O)c2cc3c(=O)n(C)c4ccccc4c3n2C)CC1,.,-2.1%,-12%,-1%,.,.,-1%,2%,0.6%,.,.
COc1ccc(C(=O)N2CCCCC2)cc1S(=O)(=O)Nc1ccccc1,11%,-2.1%,-17%,1%,i,7%,-1%,?,-0.2%,i,i
